D3 ag = agonists of human D3 dopamine receptor; P35462; D3R DiscoveRx beta-arrestin cells, luminescence, 90 min; max activation, %; 410,000 tested, 0.58% active; AID 652048; in the data active = max activation above about 30%; note: 0% is about no effect; mostly tested at two doses, the higher about 12 µM
Target sequence (P35462 whole entry, looked up): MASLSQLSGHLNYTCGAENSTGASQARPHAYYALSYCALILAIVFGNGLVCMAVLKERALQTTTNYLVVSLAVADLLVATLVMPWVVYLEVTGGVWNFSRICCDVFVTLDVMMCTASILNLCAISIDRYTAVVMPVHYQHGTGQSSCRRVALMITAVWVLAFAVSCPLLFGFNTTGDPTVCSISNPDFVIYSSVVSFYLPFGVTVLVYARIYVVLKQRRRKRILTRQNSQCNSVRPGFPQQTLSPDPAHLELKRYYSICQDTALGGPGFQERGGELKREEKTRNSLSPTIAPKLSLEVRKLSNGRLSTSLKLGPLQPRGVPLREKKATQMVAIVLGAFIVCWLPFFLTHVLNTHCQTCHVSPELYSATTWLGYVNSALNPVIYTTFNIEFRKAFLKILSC
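Agonist mode: compounds and dopamine controls were applied to plated cells for 90 min at 37 degrees C after an overnight attachment at 1500 cells/well. Luminescent read-out followed 30 - 60 minutes at room temperature with DiscoveRx detection reagent.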
HEK293 tox = cytotoxicity in counter-screen for GLP-1R inverse agonists. 410,000 tested, 0.13% active. Potency, µM (series often up to 38.3 µM), for inactives: top-dose activity change, negative = inhibition, usual class: inhibitors. AID 624418. HEK293 cAMP-luciferase reporter cells, luminescence, 24 h;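 note: loss of luciferase light is scored as toxicity; potency is the fitted concentration of half-maximal effect; % is set by controls: 0 for no effect and ±100 for the full control effect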
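Luminescence readout: signal drop marks cytotoxicity. Plated cells grew 12 h at 37 °C, 5% CO2, received 23 nL compound for 24 h, then got luciferase reagent, read after 12 min at RT.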
MCF10A rereplic = DNA re-replication induction in MCF 10a cells; MCF 10A DNA re-replication, Hoechst nuclear intensity, 48 h; Potency, µM (highest dose often 46.1 µM), inactives show at the top dose activity, positive = re-replication, actives largely listed as activators; 350,000 tested, 2.9% active; AID 624296; note: potency is the fitted concentration of half-maximal effect; % of control where 0% means no effect; nearly all actives have a fitted effect of over 50% in size
HT1080 IDH1KD tx = HT-1080 IDH1 knockdown cell toxicity (counter line); HT-1080 IDH1 knockdown viability, ATP luminescence, 48 h; Potency, µM (highest dose often 46.1 µM), without a hit: at the top dose activity, negative = toxicity, hits mostly cytotoxic; 360,000 tested, 2% active; AID 686971;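 note: potency is the fitted concentration of half-maximal effect; 0% = DMSO wells and -100% = cell-free medium wells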
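HT-1080-IDH1KD cells (IDH1 knocked down), 750/well in RPMI with 5% FBS, treated with compound 48 h at 37 degrees C. Viability by CellTiter-Glo luminescence, normalised to DMSO and no-cell wells; concentration-response curves classed.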
HT1080NT lethal = kills 2HG-producing HT-1080-NT fibrosarcoma cells; HT-1080-NT fibrosarcoma viability, CellTiter-Glo ATP luminescence, 48 h; Potency, µM (doses to about 46.1 µM), for the others: at the highest dose activity, negative = less viability, hits mostly cytotoxic; 360,000 tested, 1.6% active; AID 686970;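 note: NT is the 2HG producing partner of a matched IDH1 knockdown line; potency is the fitted concentration of half-maximal effect; 0% = DMSO-treated cells and -100% = media-only wells without cells; nearly all actives have a fitted effect of over 55% in size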
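Viability by CellTiter-Glo luminescence after 48 h compound exposure at 37C of HT-1080-NT cells (750/well, RPMI, 5% FBS). % activity scaled between DMSO wells and medium-only wells, then curve-fitted and categorized by curve class.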
IL1B secr inh = inflammasome signaling inhibition, IL-1 beta readout | AID 743279 | 360,000 tested, 4.7% active | activity change, % at 57.5 µM | THP-1 LPS/ATP IL-1B secretion, AlphaLISA, 16 h; hits give low values; in the data active = activity change below about -50%; inconclusive = mostly about -30% to -49%; note: % is set by controls: 0 for no effect and ±100 for the full control effect
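Secreted IL-1B measured by AlphaLISA bead assay after 16 h compound exposure of THP-1 cells; compounds (final up to 57.5 uM) added 1 h before LPS (250 ng/mL) and ATP (1.25 mM) stimulation; lower signal means less secretion.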
KB-V1 cytotox = KB-V1 MDR subline cytotoxicity; 400,000 tested, 3.4% active; Potency, µM (doses to about 46.1 µM), for inactives: at the top dose activity change, negative = cytotoxicity, usual class: cytotoxic; KB-V1 MDR cells viability, CellTiter-Glo, 72 h; AID 1347076; note: potency is the fitted concentration of half-maximal effect; % is set by controls: 0 for no effect and ±100 for the full control effect; nearly all actives have a fitted effect of over 60% in size
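KB-V1, DMEM (no phenol red) + 10% FBS; cpd pin-transferred, titration series; 72 h, 37 degrees C; CellTiter-Glo, luminescence. Data normalized, curve-fit.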
KB-3-1 tox = KB-3-1 parental cell cytotoxicity. KB-3-1 viability, CellTiter-Glo ATP luminescence, 72 h. Potency, µM (doses to about 46.1 µM), inactives show at the highest dose activity change, negative = cytotoxic, actives largely listed as cytotoxic. 400,000 tested, 1.4% active. AID 1347075; note: potency is the fitted concentration of half-maximal effect; % is set by controls: 0 for no effect and ±100 for the full control effect; nearly all actives have a fitted effect of over 60% in size
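Parental KB-3-1 adenocarcinoma cells in phenol-red-free DMEM with 10% FBS were pin-treated with compounds at several concentrations, incubated 72 h at 37 °C, and viability read by CellTiter-Glo luminescence; concentration-effect curves were fitted after normalization.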
SW480 rerep = induces DNA re-replication in SW480 colon adenocarcinoma cells. 340,000 tested, 1.8% active. Potency, µM (doses to about 46.1 µM), inactives show at the top dose re-replication activation, usual class: activators. SW480 DNA re-replication, Hoechst DNA content imaging, 48 h; note: potency is the fitted concentration of half-maximal effect; % of control where 0% means no effect; nearly all actives have a fitted effect of over 55% in size
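Image-based read-out: total Hoechst fluorescence of nuclei (405 nm excitation, 500-530 nm emission), with hits raising the fraction of high-intensity nuclei. SW480 colon cells incubated 48 hr with compounds at 37 C.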
* = called active by the depositor; [ ] = remark or other dose. Unless noted, calls come from the whole dose curve; as a rule, active = well fitted curve in the direction sought with a large enough effect; inconclusive = small, poorly fitted or top-dose-only effect, or another doubt; inactive = no such curve, though single readings can be large; an effect the other way counts as inactive or inconclusive.

CC1CCCCC1NC(=O)COC(=O)c1cc(=O)c2ccccc2o1 (stereo not drawn) was read as D3 ag 3, HEK293 tox 5%, MCF10A rereplic -41%[inhibitor], HT1080 IDH1KD tx 7%, HT1080NT lethal 8%, IL1B secr inh 13, KB-V1 cytotox -3%, KB-3-1 tox 7% and SW480 rerep -36%[inhibitor].
For O=C(COC(=O)CN1C(=O)C(=O)c2ccccc21)OCN1C(=O)c2ccccc2C1=O the results were D3 ag -15, HEK293 tox 7%, MCF10A rereplic -4%, HT1080 IDH1KD tx 2%, HT1080NT lethal 0%, IL1B secr inh -10, KB-V1 cytotox 3%, KB-3-1 tox 1% and SW480 rerep -3%.
`Cc1nn(-c2ccccc2)c2nc(C(Cl)(Cl)Cl)[nH]c(=O)c12` gave D3 ag 6, HEK293 tox -10%, MCF10A rereplic 4%, HT1080 IDH1KD tx -13%, HT1080NT lethal -18%, IL1B secr inh 19, KB-V1 cytotox -27%, KB-3-1 tox -13% and SW480 rerep 3%.
CCO/C=N/c1c(C#N)c(CC#N)nn1-c1ccccc1 was read as D3 ag 20, HEK293 tox 10%, MCF10A rereplic -6%, HT1080 IDH1KD tx 8%, HT1080NT lethal 9%, IL1B secr inh -4, KB-V1 cytotox 10%, KB-3-1 tox -5% and SW480 rerep 0%.
`COc1ccc(S(=O)(=O)Cc2ccc(C(=O)NCc3ccccc3)o2)cc1` gave D3 ag 1, HEK293 tox 4%, MCF10A rereplic -3%, HT1080 IDH1KD tx -2%, HT1080NT lethal -3%, IL1B secr inh -3, KB-V1 cytotox 5%, KB-3-1 tox -1% and SW480 rerep 11%.
Screening CC12CCC(C(=O)Nc3ccccc3N3CCOCC3)(CC1=O)C2(C)C (stereo not drawn) returned D3 ag -1, HEK293 tox 0%, MCF10A rereplic 1%, HT1080 IDH1KD tx 15%, HT1080NT lethal 10%, IL1B secr inh 22, KB-V1 cytotox -20%, KB-3-1 tox 9% and SW480 rerep 1%[9.22 µM].
For Cc1ccc(N(C(=O)CNC(=O)c2ccco2)C(C(=O)NC2CCCCC2)c2cccnc2)cc1F (stereo not drawn) the results were D3 ag 5, HEK293 tox -7%, MCF10A rereplic -9%, HT1080 IDH1KD tx -4%, HT1080NT lethal -3%, IL1B secr inh 2, KB-V1 cytotox -3%, KB-3-1 tox -2% and SW480 rerep -5%.
`CCN(C(=O)CN1C(=O)S/C(=C\c2ccccc2Cl)C1=O)C1CCS(=O)(=O)C1` (stereo not drawn) gave D3 ag 2, HEK293 tox 6%, HT1080 IDH1KD tx -1%, HT1080NT lethal 6%, IL1B secr inh inconclusive, KB-V1 cytotox -13% and KB-3-1 tox -1%.
`Brc1cccc(CNCC2CCCO2)c1` (stereo not drawn) gave D3 ag -8, HEK293 tox -13%, MCF10A rereplic inconclusive, HT1080 IDH1KD tx -21%, HT1080NT lethal -1%, IL1B secr inh -5, KB-V1 cytotox -12%, KB-3-1 tox 2% and SW480 rerep 1%.
`O=c1c2ccccc2nc(CSc2nnnn2-c2ccccc2)n1-c1cccc(C(F)(F)F)c1` gave D3 ag 8, HEK293 tox 10%, MCF10A rereplic -2%, HT1080 IDH1KD tx 8%, HT1080NT lethal 4%, IL1B secr inh -8, KB-V1 cytotox 10%, KB-3-1 tox 3% and SW480 rerep 2%.
Cc1cc(-c2ccccc2C(=O)O)on1 was read as D3 ag -9, HEK293 tox -12%, MCF10A rereplic 1%, HT1080 IDH1KD tx 11%, HT1080NT lethal 12%, IL1B secr inh 20, KB-V1 cytotox 13%, KB-3-1 tox 0% and SW480 rerep -5%.
`CCc1ccccc1N(CC(=O)N1CCCCCC1)S(C)(=O)=O` gave D3 ag 2, HEK293 tox -6%, MCF10A rereplic -20%, HT1080 IDH1KD tx 2%, HT1080NT lethal 10%, IL1B secr inh 4, KB-V1 cytotox inconclusive, KB-3-1 tox 4% and SW480 rerep 1%.
CC(C)(C=O)Cc1cc(C(C)(C)C)c(O)c(C(C)(C)C)c1 was read as D3 ag 23, HEK293 tox -13%, MCF10A rereplic 15%, HT1080 IDH1KD tx -8%, HT1080NT lethal -23%, IL1B secr inh 16, KB-V1 cytotox 5%, KB-3-1 tox 0% and SW480 rerep 10%.
For Cc1cc(C)c2nc3sc(=Cc4ccc(-c5ccccc5C(=O)O)o4)c(=O)n3c2c1 the results were D3 ag -4, HEK293 tox 3%, HT1080 IDH1KD tx 12%, HT1080NT lethal 4%, IL1B secr inh -4, KB-V1 cytotox -34% and KB-3-1 tox 0%.
For CC(=O)Nc1ccc(Nc2nc3c(S(=O)(=O)c4cc(C)ccc4C)nnn3c3ccsc23)cc1 the results were D3 ag 5, HEK293 tox 4%, KB-V1 cytotox 8% and KB-3-1 tox 7%.
COc1ccc(-c2csc3ncnc(N4CCN(S(=O)(=O)c5ccc(C)cc5)CC4)c23)cc1 was read as D3 ag 4, HEK293 tox -1%, MCF10A rereplic 22%, HT1080 IDH1KD tx -14%, HT1080NT lethal -3%, IL1B secr inh 50, KB-V1 cytotox -19%, KB-3-1 tox -29% and SW480 rerep -408%[inhibitor].
Screening CCCCC1=CC2=CC(=O)C(C)(OC(=O)CC)C(=O)C2=CN1CCc1c[nH]c2ccccc12 (stereo not drawn) returned D3 ag 0, HEK293 tox -20%, MCF10A rereplic -4%, HT1080 IDH1KD tx -2%, HT1080NT lethal -20%, IL1B secr inh 26, KB-V1 cytotox 5%, KB-3-1 tox 0% and SW480 rerep -4%.
Cc1cccc(-n2c(=O)[nH]c3c(C(N)=O)nc(C(C)C)nc32)c1 was read as D3 ag -6, HEK293 tox -3%, MCF10A rereplic inconclusive, HT1080 IDH1KD tx -11%, HT1080NT lethal -26%, IL1B secr inh 27, KB-V1 cytotox inconclusive, KB-3-1 tox -10% and SW480 rerep inconclusive.
Screening Cn1ccnc1SCCNC(=O)C1CCC(=O)N(Cc2ccc(Cl)cc2)C1 (stereo not drawn) returned D3 ag -3, HEK293 tox -6%, MCF10A rereplic -2%, HT1080 IDH1KD tx 7%, HT1080NT lethal 23%, IL1B secr inh 10, KB-V1 cytotox -37%, KB-3-1 tox -25% and SW480 rerep -8%.
COc1ccc2cc3cc(C(=O)Nc4cc(C)c(Cl)cc4OC)oc3nc2c1 was read as D3 ag -4, HEK293 tox -6%, KB-V1 cytotox inconclusive and KB-3-1 tox 23%.
For COc1ccc(/C=N/NC(=O)c2cccc(NC(=O)c3ccc(Cl)cc3)c2)c(OC)c1 the results were D3 ag 1, HEK293 tox -12%, MCF10A rereplic inconclusive, HT1080 IDH1KD tx -24%, HT1080NT lethal -25%, IL1B secr inh 7, KB-V1 cytotox 8%, KB-3-1 tox 4% and SW480 rerep 16%.
COc1ccc(C2CC(=O)c3cc(-c4nc(-c5cccc([N+](=O)[O-])c5)cs4)c(=O)n(-c4cccc(C)c4)c3C2)cc1 (stereo not drawn) was read as D3 ag -4, HEK293 tox 3%, KB-V1 cytotox 7% and KB-3-1 tox -12%.
`CC(=O)c1ccc2c(c1)Cc1cc(C(C)=O)ccc1-2` gave D3 ag 19, HEK293 tox 4%, MCF10A rereplic -4%, HT1080 IDH1KD tx 1%, HT1080NT lethal 3%, IL1B secr inh -28, KB-V1 cytotox inconclusive, KB-3-1 tox -25% and SW480 rerep -3%.
Screening CCNc1nc(NC(C)C)nc(SCCOC(=O)c2ccccc2)n1 returned D3 ag 10, HEK293 tox 1%, MCF10A rereplic 1%, HT1080 IDH1KD tx -8%, HT1080NT lethal -7%, IL1B secr inh 14, KB-V1 cytotox -1%, KB-3-1 tox 6% and SW480 rerep -1%.
`O=C(NCC(c1ccco1)N1CCCC1)c1sc2cc(F)ccc2c1Cl` (stereo not drawn) gave D3 ag -23, HEK293 tox 26%, MCF10A rereplic 0%, HT1080 IDH1KD tx -5%, HT1080NT lethal -11%, IL1B secr inh -16, KB-V1 cytotox -7%, KB-3-1 tox -4% and SW480 rerep inconclusive.
Screening CCCCCn1c(=O)[nH]c2cc(C(=O)N3CCN(c4cccc(OC)c4)CC3)ccc2c1=O returned D3 ag 16, HEK293 tox 1%, KB-V1 cytotox -9% and KB-3-1 tox 7%.
COc1cc(C(N)=O)cc(Br)c1OCc1ccccc1 was read as D3 ag -3, HEK293 tox -9%, MCF10A rereplic 22%, HT1080 IDH1KD tx -17%, HT1080NT lethal 1%, IL1B secr inh 0, KB-V1 cytotox inconclusive, KB-3-1 tox 1% and SW480 rerep -7%.
COc1cccc(C2C(C(=O)Nc3nc4ccccc4s3)=C(C)NC3=C2C(=O)CC(C)(C)C3)c1OC (stereo not drawn) was read as D3 ag 2, HEK293 tox 124%[activator], MCF10A rereplic inconclusive, HT1080 IDH1KD tx -1%, HT1080NT lethal 1%, IL1B secr inh -26, KB-V1 cytotox inconclusive, KB-3-1 tox inconclusive and SW480 rerep inconclusive.
For CC(C)CCNc1nc(N)c([N+](=O)[O-])c(NC2CCCCC2)n1 the results were D3 ag 1, HEK293 tox 7%, MCF10A rereplic 7%, HT1080 IDH1KD tx 0%, HT1080NT lethal 9%, IL1B secr inh 4, KB-V1 cytotox 6%, KB-3-1 tox 2% and SW480 rerep -24%.

Source: PubChem
